Compound activity: PubChem, National Center for Advancing Translational Sciences (NCATS)
Sm TGR block = blocks Schistosoma mansoni thioredoxin glutathione reductase | Q962Y6 | purified TGR, DTNB reduction, TNB absorbance 405 nm | Potency, µM (series often up to 114 µM), for inactives: top-dose activity change, negative = inhibition, usual class: inhibitors | actives 3% (n = 360,000); note: potency is the fitted concentration of half-maximal effect; nearly all actives have a fitted effect of over 60% in size
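Kinetic colorimetric format: TGR-catalysed, NADPH-driven DTNB reduction monitored via TNB absorbance. Enzyme dispensed at 20 nM; compound exposure 15 min at room temperature before reaction start.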
AmpC detergent = inhibitors of E. coli AmpC beta-lactamase with detergent | AmpC hydrolysis of nitrocefin, absorbance 480 nm, 0.01% Triton | Potency, µM (top dose mostly 114 µM), for the others: at the highest dose activity change, negative = inhibition, usual class: inhibitors | actives 0.041% (n = 370,000);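 note: potency is the fitted concentration of half-maximal effect; 0% = no-compound wells and -100% = no-enzyme wells; nearly all actives have a fitted effect of over 25% in size; some results filed as inactive show a strong effect at the top dose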
Target sequence (P00811 whole entry, looked up): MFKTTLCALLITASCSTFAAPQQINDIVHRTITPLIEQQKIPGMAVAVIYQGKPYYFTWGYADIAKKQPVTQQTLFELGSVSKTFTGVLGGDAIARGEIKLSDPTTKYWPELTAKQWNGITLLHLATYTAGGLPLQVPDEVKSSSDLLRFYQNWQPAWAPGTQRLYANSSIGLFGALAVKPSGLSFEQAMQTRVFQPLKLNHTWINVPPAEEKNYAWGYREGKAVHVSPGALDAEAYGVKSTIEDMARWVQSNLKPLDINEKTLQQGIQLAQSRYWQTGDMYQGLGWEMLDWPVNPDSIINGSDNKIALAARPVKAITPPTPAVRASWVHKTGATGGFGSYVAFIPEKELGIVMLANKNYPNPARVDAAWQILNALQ
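AmpC (5.3 nM in the dispensed reagent) in 20 mM phosphate pH 7.0 with 0.01% (detergent screen) or 0.0001% Triton X-100 was preincubated with compounds for 15 min at room temperature. Nitrocefin was then added from an 800 uM solution, and hydrolysis was followed at 480 nm.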
Giardia FBPA inh = blocks Giardia fructose-bisphosphate aldolase activity. A8B2U2. purified Giardia FBPA. Potency, µM (doses to about 59.6 µM), for inactives: at the highest dose activity, negative = inhibition, most hits filed as inhibitors. actives 0.71% (n = 290,000). AID 2451; note: potency is the fitted concentration of half-maximal effect; nearly all actives have a fitted effect of over 55% in size
Target sequence (A8B2U2 whole entry, looked up): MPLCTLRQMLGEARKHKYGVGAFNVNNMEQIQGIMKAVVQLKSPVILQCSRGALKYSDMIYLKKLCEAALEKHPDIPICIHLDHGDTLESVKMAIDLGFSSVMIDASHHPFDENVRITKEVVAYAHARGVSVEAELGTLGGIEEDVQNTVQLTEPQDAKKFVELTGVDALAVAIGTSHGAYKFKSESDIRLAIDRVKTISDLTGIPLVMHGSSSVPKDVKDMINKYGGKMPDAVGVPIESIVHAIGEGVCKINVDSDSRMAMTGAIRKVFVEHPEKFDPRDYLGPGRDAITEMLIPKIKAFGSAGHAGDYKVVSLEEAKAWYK
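40 nM FBPA preincubated 10 min at RT with compound (up to 57.5 uM final), then substrate plus GAPDH/TPI/NAD/arsenate coupling and diaphorase/resazurin added. Fluorescence read after 20 min at RT, 525/598 nm.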
AmpC no deterg = inhibitors of E. coli AmpC beta-lactamase without detergent; Potency, µM (top dose mostly 57.1 µM), without a hit: at the top dose activity change, negative = inhibition, hits mostly inhibitors; P00811; AmpC nitrocefin hydrolysis, absorbance 480 nm, 0.0001% Triton; actives 0.52% (n = 330,000); AID 485341;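 note: potency is the fitted concentration of half-maximal effect; plate controls were no compound for no effect and no enzyme for full effect; nearly all actives have a fitted effect of over 20% in size; some results filed as inactive show a strong effect at the top dose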
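20 mM phosphate pH 7.0 + 0.01% (detergent screen) or 0.0001% Triton X-100; 5.3 nM AmpC reagent; cpd preinc 15 min RT; nitrocefin (800 uM stock) to start; A480 q20 s × 4 min; Activity was normalised to no-enzyme and no-compound control wells.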
HCMV antiviral = blocks human cytomegalovirus replication | AID 1259415 | activity change, negative = inhibition, % at 57.5 µM | HFF cells, HCMV-luciferase reporter, 72 h; stronger effect = lower value | actives 4.5% (n = 410,000); in the data active = activity change below about -60%; inconclusive = no clear call, values can overlap the other calls; inactive = above about -39%
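Inhibition of viral replication was scored as loss of reporter luminescence in HFFs infected with HCMV-luciferase (MOI 1 PFU/cell) for 72 h; compounds tested at 2 doses, normalized to buffer and Salinomycin controls.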
HCV inhibitor = blocks hepatitis C virus | Huh7.5.1 HCVcc-Cre infection, luciferase reporter, 44 h | Potency, µM (top dose mostly 41.8 µM), inactives show at the highest dose activity change, negative = inhibition, usual class: inhibitors | actives 3.4% (n = 340,000); note: potency is the fitted concentration of half-maximal effect
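Cells seeded at 1,000/well and cultured 4 h, then compounds added followed by HCVcc-Cre virus (~0.5 moi). After 44 h further culture, luciferase substrate was added, plates held 15 min at room temperature, and luminescence read for 15 sec.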
The depositor's hits bear a star; u = inconclusive; x = no result given; & = joins results of further samples; [ ] = remark or other dose. Unless noted, calls come from the whole dose curve; as a rule, active = well fitted curve in the direction sought with a large enough effect; inconclusive = small, poorly fitted or top-dose-only effect, or another doubt; inactive = no such curve, though single readings can be large; an effect the other way counts as inactive or inconclusive. Unless noted, % is set by controls: 0 for no effect and ±100 for the full control effect.

Sample of the layout (two entries):
SMILES | Sm TGR block | AmpC detergent | Giardia FBPA inh | AmpC no deterg | HCMV antiviral | HCV inhibitor
CC(C)(C)C1=CC(O)(c2ccccc2)C=C(C(C)(C)C)C1=O | 4.3% | -8.5% | -5.0% | -39.9% | -60.4* | u
COC(=O)c1ccc(C2NC(=O)CCC2[N+](=O)[O-])cc1 (configuration not stated) | 1.0% | 0.5% | 20.1% | -15.8% | 21.7 | 19.9%

Results (from the top)
SMILES | Sm TGR block | AmpC detergent | Giardia FBPA inh | AmpC no deterg | HCMV antiviral | HCV inhibitor
CC(C)(C)C1=CC(O)(c2ccccc2)C=C(C(C)(C)C)C1=O | 4.3% | -8.5% | -5.0% | -39.9% | -60.4* | u
COC(=O)c1ccc(C2NC(=O)CCC2[N+](=O)[O-])cc1 (configuration not stated) | 1.0% | 0.5% | 20.1% | -15.8% | 21.7 | 19.9%
Cc1cc(C(=O)NC2=NCCS2)c2ccccc2n1 | -3.8% | -2.9% | -4.1% | -11.2% | 0.5 | 2.2%
O=C(Nc1cccc(C(=O)O)c1)/C(=C\c1ccc2c(c1)OCO2)NC(=O)c1ccccc1 | 0.3% | 4.7% | 26.5% | -5.5% | -6.5 | 15.7%
Cn1cccc1Cc1nnc(SCC(=O)Nc2cccc(F)c2)n1CCc1ccccc1 | -17.9% | -10.0% | 3.4% | 20.3% | -10.8 | u
O=C(CN1C(=O)C(=O)N(Cc2ccccc2)C1=O)Nc1ccc(OC(F)F)cc1 | -1.1% | 6.7% | x | -27.9% | -1.2 | 1.7%
CC(C)(C)c1ccccc1NC(=O)CN1C(=O)NC2(CCCCCC2)C1=O | -22.9% | 5.2% | x | 1.2% | -12.9 | -4.6%
CSCCC(=O)N(C)CC1CCCN(CCc2cccc(C(F)(F)F)c2)C1 (configuration not stated) | 3.4% | u | -10.9% | 30.4% | 17.1 | 4.8%
COc1cccc(N=Nc2ccc3cccnc3c2O)c1 | -17.4% | -14.7% | u | -37.5% | -99.6* | 2µM*
Nn1c(SCC(=O)NC2CCCc3ccccc32)nnc1-c1ccc(Cl)cc1Cl (configuration not stated) | 0.7% | -10.6% | 10.1% | 13.1% | x | 1.3%
CCCn1c(SCC(=O)N2CCN(c3ccccc3)CC2)nc2ccccc2c1=O | -8.7% | 1.5% | -4.9% | 46.2% | 5.2 | 2.8%&6.5%
COCCOC(=O)c1c(NC(=O)CSc2cccc[n+]2[O-])sc(C(N)=O)c1C | 0.2% | -4.8% | -17.3% | 3.4% | -12.1 | 9.6%
Cc1ccccc1C(=O)c1cccn1CC(=O)NCc1cccc(Cl)c1 | 1.3%&3.9% | -10.9%&12.4% | 11.6% | -7.4% | -2.8&17.4 | -13.4%
Cc1cc(N2CCCC2)ccc1NC(=O)COc1ccccc1 | 17.8µM* | u | x | 2.6% | -23.5 | u
C=CCNc1nc(C(=O)OC(C)C(=O)c2ccc(C)cc2)cs1 (configuration not stated) | x | x | x | -21.5% | -18.7 | -20.3%

Entries above with an aryl thioether with sulfur outside any ring:
SMILES | Sm TGR block | AmpC detergent | Giardia FBPA inh | AmpC no deterg | HCMV antiviral | HCV inhibitor
Cn1cccc1Cc1nnc(SCC(=O)Nc2cccc(F)c2)n1CCc1ccccc1 | -17.9% | -10.0% | 3.4% | 20.3% | -10.8 | u
Nn1c(SCC(=O)NC2CCCc3ccccc32)nnc1-c1ccc(Cl)cc1Cl (configuration not stated) | 0.7% | -10.6% | 10.1% | 13.1% | x | 1.3%
CCCn1c(SCC(=O)N2CCN(c3ccccc3)CC2)nc2ccccc2c1=O | -8.7% | 1.5% | -4.9% | 46.2% | 5.2 | 2.8%&6.5%
COCCOC(=O)c1c(NC(=O)CSc2cccc[n+]2[O-])sc(C(N)=O)c1C | 0.2% | -4.8% | -17.3% | 3.4% | -12.1 | 9.6%

Other structures follow:
SMILES | Sm TGR block | AmpC detergent | Giardia FBPA inh | AmpC no deterg | HCMV antiviral | HCV inhibitor
O=C(Nc1ccc2c(c1)OCO2)N1CCCc2ccccc21 | -15.7% | -5.9% | -4.5% | -38.7% | 20.6 | 11.6%
CCN(CC)S(=O)(=O)c1ccc(C(=O)Nc2cc(C)on2)cc1 | 3.9% | 0.1% | 4.5% | -11.4% | 16.4 | -7.9%
CCCCN(C(=O)c1cccc(S(=O)(=O)N2CCN(C)CC2)c1)c1c(N)n(CCC)c(=O)[nH]c1=O | 0.8% | -12.9% | x | -7.2% | -8.7 | 5.2%
COc1ccc(S(=O)(=O)N2CCN3CCCC3C2)cc1 (configuration not stated) | u | -6.1% | 1.4% | -7.3% | 33.7 | 23.2%
O=C(Oc1coc(CSc2nnc(NC(=O)c3cccs3)s2)cc1=O)c1ccccc1 | -8.0% | -8.4% | 22.7% | -28.6% | 62.4 | 9.1%
COc1cccc(/C=N/Nc2ncc(C(F)(F)F)cc2Cl)c1O | -24.4% | 0.4% | u | -17.3% | -102.3* | 5.62µM*
O=C(NNC(=O)c1ccc2nc[nH]c2c1)c1ccccc1 | 2.3% | 6.5% | x | 2.9% | -12.3 | -1.2%
Cc1cccc(C)c1-n1ncc(C(=O)Nc2ccc3c(c2)OCO3)c1C1CCN(C(=O)OC(C)(C)C)CC1 | -10.0% | 0.0% | x | x | 7.2 | x
CCCN1CCN(C(=O)CCn2c(=O)c3cccn3c3cccnc32)CC1 | 0.0% | -6.1% | -3.5% | -4.0% | 0.0 | -0.3%
COc1ccccc1-c1noc(-c2ccc(N3CCC(C)CC3)c([N+](=O)[O-])c2)n1 | 4.9% | -5.6% | x | x | 66.3 | x
Cn1c(=O)c2c(SCC(=O)N3CCN(c4ccccc4)CC3)nc(C3CC3)nc2n(C)c1=O | -11.4% | 2.4% | 3.0% | -16.1% | -2.1 | 17.9%
COc1cc(C(=O)Nc2ccc(C)cn2)ccc1OCC(=O)N1CCOCC1 | 1.4% | 1.4% | x | -19.4% | 5.7 | -4.7%
CC1CCN(CC(O)COCCOc2ccc(Br)cc2)CC1 (configuration not stated) | -5.8% | u | -9.2% | -0.6% | u | u
COc1ccccc1N1CCN(S(=O)(=O)c2ccc(Cl)cc2)CC1 | 5.4% | -0.1% | 0.0% | -26.3% | x | u
c1ccc(CNC2=NCCC2)nc1 | 3.8% | 0.3% | -1.1% | -10.7% | 6.7 | 5.5%
Cc1cc(C)cc(OC(C)C(=O)Nc2ccc(S(=O)(=O)Nc3cc(C)nc(C)n3)cc2)c1 (configuration not stated) | -0.4% | 1.7% | x | 13.1% | x | -14.9%
CC(C)(C)NC(=O)COc1ccccc1C#N | 6.7% | 3.8% | 5.3% | -20.4% | 4.7 | -0.2%
O=S(=O)(c1ccc(OCC(O)CN2CCC(Cc3ccccc3)CC2)cc1)N1CCOCC1 (configuration not stated) | -10.3% | -6.1% | -6.7% | 81.1%[activator] | -39.9 | u
CCC(Sc1nc2cc(OC)c(OC)cc2c(=O)n1CCc1ccc(S(N)(=O)=O)cc1)C(=O)NCCOC (configuration not stated) | 3.3% | 0.2% | 0.4% | 87.2%[activator] | 0.6 | -2.2%
CCOc1cc(CNc2ccc3c(c2)CCC3)ccc1O | u | 2.3% | -24.6% | -21.5% | 65.4 | -9.9%
CC(=O)Nc1ccc(-c2nc3ccc(NC(C)=O)cc3o2)cc1 | 2.5% | -9.1% | -0.5% | -0.4% | 176.2 | -3.4%
COc1ccc(/C=C/c2nc3ccccc3n2Cc2ccc(OC)c(OC)c2)cc1 | -3.9% | -1.6% | -23.0% | 27.3% | 89.0 | u
N#Cc1cnc2c(-c3ccccc3)c(-c3ccccc3)nn2c1N | 11.8% | -10.6% | -1.4% | -28.5% | -6.7 | -14.7%
CCCCCCSc1ccc([C@@H]2[C@H]3C(=O)N(C)C(=O)[C@H]3[C@]3(C(=O)OC)CCCCN23)cc1 | u | -5.4% | x | 92.0%[activator] | -0.4 | u
CCCCN(C(=O)c1ccncc1)c1c(N)n(CCC)c(=O)[nH]c1=O | x | x | x | -15.5% | 1.0 | 6.5%
O=C(O)CCC(=O)Nc1sc2c(c1C(=O)NC1CCCC1)CCCC2 | -20.0% | -5.8% | x | -22.1% | 19.2 | 16.9%
COc1ccc(N2CCN(Cc3nnc(-c4ccccc4)o3)CC2)cc1 | 5.2% | -8.6% | 3.5% | 8.5% | -11.1 | 2.4%
COc1ccc(NC(=O)c2[nH]nc3c2CSc2ccccc2-3)c(OC)c1 | 5.0% | 15.2% | x | x | -19.5 | x
CN(CC(=O)Nc1ccc(F)cc1[N+](=O)[O-])C1CCS(=O)(=O)C1 (configuration not stated) | x | x | x | -13.3% | 34.3 | -10.3%
C=CCN(CC=C)S(=O)(=O)c1ccc2nc(NC(=O)C(C)C)sc2c1 | -2.7% | u | -0.1% | -16.6% | -28.6 | u
O=C(CCS(=O)(=O)c1cccc2nonc12)NCc1ccc(Cl)cc1 | 35.5µM* | 3.9% | 0.3% | -9.1% | -18.8 | 13.2%
Cc1ccc(C2=[N+]([O-])C3(CCCCC/C3=N\O)N(O)C2(C)C)o1 (configuration not stated) | -27.2% | -0.8% | -13.5% | -4.4% | 11.9 | 15.1%
CC(C)[C@H]1CN=C2N(C[C@H](C)NC(=O)CCC3CCCCC3)[C@H](Cc3ccc(O)cc3)CN21 | 20µM* | 4.9% | -11.5% | 24.5% | -38.3 | 4.5%
CCCc1cc(=O)[nH]c(Nc2cc(C)cc(C)c2)n1 | 0.9% | 11.2% | x | x | 30.6 | x
Cc1ccc(NC(=O)c2ccc(S(=O)(=O)N3CCC(C)CC3)cc2)nc1 | 0.8% | -13.0% | x | -7.2% | -64.0* | -29.2%
CC(=O)N1CCCc2cc(S(=O)(=O)N3CCCC(C(=O)NCc4ccccc4Cl)C3)ccc21 (configuration not stated) | -0.3%&3.8% | -8.1%&4.5% | 16.1% | 95.4%[activator] | u | u
CCN(CC(=O)Nc1ccccc1OC)C(=O)CSCc1ccc(C)cc1 | 0.3% | 0.2% | x | 39.8% | 0.0 | 0.4%
O=C(COc1ccc(Br)cc1Br)NC(=S)Nc1cccc(CO)c1 | 3.7% | 0.3% | -7.6% | -17.2% | 165.3 | 20.2%
CC(C)C(=O)Nc1cccc(NC(=O)c2ccc([N+](=O)[O-])cc2Cl)c1 | 4.7% | u | -6.1% | -0.6% | -30.7 | u
COc1cccc(N2CCN(C(=O)CCCCCn3c(=O)[nH]c4ccccc4c3=O)CC2)c1 | 7.0% | 10.8% | x | x | -7.4 | x
O=c1[nH]c2ccccc2nc1-c1ccccc1 | 26.9% | 7.1% | -0.6% | -23.6% | -25.3 | 11.3%
COc1ccccc1-c1sc2ccccc2c1-c1ccc(Br)nc1 | -18.7% | 4.0% | x | -29.3% | 6.5 | u
CCC(C)[C@H](NC(=O)C1CC(=O)N(c2ccc3c(c2)OCO3)C1)C(=O)NC1CCCCC1 (some centres not stated) | -12.0% | -0.2% | -8.5% | -11.4% | u | 14.8%
CN(Cc1ccccc1)C(=O)COc1cc(Cl)ccc1Cl | 1.9% | 4.4% | 4.1% | -1.2% | x | 2.4%
Cc1ccccc1NC(=O)c1ccc2c(c1)c(C)c(C)n2Cc1ccccc1 | -2.2% | 0.8% | x | x | 0.0 | x
